Screening results (PubChem)
USP30 block: blocks human USP30 ubiquitin-rhodamine cleavage; Q70CQ3; purified USP30, Ub-rhodamine cleavage fluorescence; inhibition, % at 25 µM; hit rate 5.3% among 47,000; AID 1645860
Target sequence (Q70CQ3 whole entry, looked up): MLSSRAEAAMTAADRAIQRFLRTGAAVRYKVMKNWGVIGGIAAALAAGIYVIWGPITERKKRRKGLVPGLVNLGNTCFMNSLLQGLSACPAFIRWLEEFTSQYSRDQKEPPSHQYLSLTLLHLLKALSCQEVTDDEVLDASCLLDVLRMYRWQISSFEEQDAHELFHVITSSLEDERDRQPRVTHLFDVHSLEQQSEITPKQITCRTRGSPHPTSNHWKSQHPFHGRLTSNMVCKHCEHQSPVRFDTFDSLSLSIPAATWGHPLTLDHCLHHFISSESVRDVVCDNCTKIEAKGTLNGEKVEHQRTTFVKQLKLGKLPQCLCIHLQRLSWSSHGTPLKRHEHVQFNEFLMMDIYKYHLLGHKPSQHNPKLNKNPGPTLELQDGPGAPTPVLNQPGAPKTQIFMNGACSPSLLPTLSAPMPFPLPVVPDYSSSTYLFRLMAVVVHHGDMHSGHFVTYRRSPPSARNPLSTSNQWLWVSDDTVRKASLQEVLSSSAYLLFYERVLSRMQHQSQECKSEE
USP7 block: blocks human USP7 ubiquitin-rhodamine cleavage; inhibition, % at 20 µM; hit rate 0.3% among 47,000; Q93009; purified USP7, Ub-rhodamine cleavage fluorescence; AID 1645854
USP28 inh: inhibitors of human USP28 deubiquitinase; Q96RU2; purified USP28, Ub-rhodamine cleavage fluorescence, 30 min; hit rate 3% among 47,000; inhibition, % at 25 µM
UCHL1 block: inhibitors of human UCHL1 deubiquitinase; inhibition, % at 20 µM; hit rate 0.2% among 47,000; purified UCHL1, Ub-rhodamine cleavage fluorescence
Target sequence (P09936 whole entry, looked up): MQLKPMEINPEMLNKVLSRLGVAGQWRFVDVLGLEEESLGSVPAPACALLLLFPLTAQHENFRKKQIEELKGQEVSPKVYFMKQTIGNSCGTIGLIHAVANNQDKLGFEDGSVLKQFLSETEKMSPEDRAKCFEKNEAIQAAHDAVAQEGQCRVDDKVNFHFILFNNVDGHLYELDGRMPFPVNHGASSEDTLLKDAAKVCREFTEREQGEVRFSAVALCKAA
USP8 inh: blocks human USP8 ubiquitin-rhodamine cleavage; P40818; AID 1645853; purified USP8, Ub-rhodamine cleavage fluorescence, 30 min; hit rate 4.2% among 47,000; inhibition, % at 20 µM
USP17 inh: blocks human USP17 ubiquitin-rhodamine cleavage; A8MUK1; purified USP17, Ub-rhodamine cleavage fluorescence, 3 h; inhibition, % at 50 µM; hit rate 6.5% among 47,000; AID 1645855
OTUD3 block: blocks human OTUD3 ubiquitin-rhodamine cleavage | purified OTUD3, Ub-rhodamine fluorescence, 2 h | inhibition, % at 25 µM | AID 1645858 | hit rate 0.7% among 47,000 | Q5T2D3
USP10 block: inhibitors of human USP10 deubiquitinase | inhibition, % at 20 µM | hit rate 1.1% among 47,000 | purified USP10, Ub-rhodamine fluorescence, 60 min | Q14694 | AID 1645856
* hit, by the source's call; nt = not tested or not shown. Rule as the data show it: active = inhibition above about 30%; inactive = the rest. An unsorted share of the library; any-hit rate near 14%.

# | SMILES | USP7 block | USP8 inh | UCHL1 block | USP10 block | OTUD3 block | USP30 block | USP17 inh | USP28 inh
1 | CCCN1C(=O)CCc2cc(NC(=O)c3ccccc3)ccc21 | 2 | 2 | 2 | 2 | 10 | 10 | 2 | 27
2 | Cc1noc(-c2c(C)[nH]c(C)c2S(=O)(=O)NCc2ccc(F)cc2)n1 | 1 | -2 | 0 | 4 | -6 | -19 | -3 | -4
3 | NC(=O)c1nc(C2CCCCC2)nc2c1[nH]c(=O)n2-c1cccc(Cl)c1 | 1 | 0 | -3 | 5 | -6 | -26 | -4 | -16
4 | CN1CCCn2nc(C3CCN(C(=O)Nc4ccc(F)cc4)CC3)cc2C1=O | -2 | 2 | -1 | -2 | -4 | 0 | 0 | -3
5 | CCc1ccc(S(=O)(=O)N2Cc3ccnn3CC(COC)C2)cc1 (stereo not drawn) | 0 | -37 | 0 | 0 | 0 | 0 | -9 | -2
6 | Cc1onc(-c2ccccc2)c1CNS(=O)(=O)c1ccc(-n2cccn2)cc1 | -72 | -5 | 1 | -2 | 6 | -80 | -11 | 21
7 | O=C(COc1ccc2oc3c(c2c1)CCCC3)Nc1ccccc1N1CCCCC1 | -14 | -10 | 8 | -1 | -4 | 0 | 0 | -14
8 | CCOc1ccc(S(=O)(=O)N(CC(=O)NCc2ccccc2C)c2ccccc2)cc1 | 7 | 1 | 2 | 13 | 7 | 26 | 45* | 15
9 | O=C(c1ccccc1)N1CCCCCC1C1CCNCC1 (stereo not drawn) | 0 | -4 | -6 | -4 | -11 | nt | -18 | nt
10 | O=C(CC1CCN(C(=O)Nc2cccc(Br)c2)CC1)N1CCCCC1 | -138 | 4 | 1 | 2 | 17 | 18 | -1 | 8
11 | Cc1cc(C(=O)Nc2cc([N+](=O)[O-])cc3oc(-c4ccccc4)cc23)on1 | -16 | -80 | -2 | -4 | -83 | -426 | -110 | -106
12 | Cc1noc(-c2ccnc(-n3ncc(C(=O)N4CCN(Cc5ccccc5)CC4)c3C)c2)n1 | 0 | -5 | -1 | -3 | 0 | -10 | -10 | -13
13 | Cc1cccc2cc(CN(Cc3cccnc3)S(=O)(=O)c3ccccc3)c(=O)[nH]c12 | -1 | 4 | 0 | -3 | -6 | -1 | -21 | -8
14 | Cc1cccc(NC(=O)Cn2c3ncccc3c(=O)n2-c2ccccc2)c1 | 12 | 1 | 6 | 4 | 5 | 3 | 0 | 12
15 | CCc1cccc(NC(=O)CCc2nc3c(C)nn(-c4ccccc4)c3n(C)c2=O)c1 | 3 | -1 | 1 | 13 | -1 | -7 | 48* | -4
16 | CC(C)C(=O)Nc1nc(-c2ccc(Br)cc2)ns1 | -7 | 0 | -1 | 3 | -3 | -11 | 0 | -11
17 | O=C(CN1C(=O)/C(=C\c2ccc(F)cc2)N=C1c1ccccc1)c1ccco1 | 5 | 10 | 3 | 1 | 18 | 3 | 25 | 9
18 | Cc1ccccc1CNc1nc(NC2CCCC2)nc2c1cnn2C | -22 | -44 | 6 | 4 | -21 | -20 | -17 | -2
19 | OCCn1c(-c2ccccc2)cn2c(-c3ccccc3)c(-c3ccccc3)nc12 | -1 | 58* | 8 | 5 | 0 | 2 | 19 | -6
20 | O=C(COc1ccc(N2CC(C(=O)O)CC2=O)cc1)Nc1cccc(C(F)(F)F)c1 (stereo not drawn) | 2 | 1 | 5 | 0 | 7 | 15 | 7 | 5

Arranged by heavy-atom count (low to high): part of the list above.
# | SMILES | USP7 block | USP8 inh | UCHL1 block | USP10 block | OTUD3 block | USP30 block | USP17 inh | USP28 inh
1 | CCCN1C(=O)CCc2cc(NC(=O)c3ccccc3)ccc21 | 2 | 2 | 2 | 2 | 10 | 10 | 2 | 27
4 | CN1CCCn2nc(C3CCN(C(=O)Nc4ccc(F)cc4)CC3)cc2C1=O | -2 | 2 | -1 | -2 | -4 | 0 | 0 | -3
20 | O=C(COc1ccc(N2CC(C(=O)O)CC2=O)cc1)Nc1cccc(C(F)(F)F)c1 (stereo not drawn) | 2 | 1 | 5 | 0 | 7 | 15 | 7 | 5

Continued:
# | SMILES | USP7 block | USP8 inh | UCHL1 block | USP10 block | OTUD3 block | USP30 block | USP17 inh | USP28 inh
21 | O=C(O)c1ccccc1C(=O)Nc1ccc(SC(C(=O)Nc2ccccc2)c2ccccc2)cc1 (stereo not drawn) | -12 | 5 | 4 | 17 | 8 | 13 | 63* | 19
22 | Cc1ccc(S(=O)(=O)N2CCCN(C(=O)c3oc4ccccc4c3C)CC2)cc1 | 4 | 12 | 6 | 4 | 24 | 33* | 22 | 22
23 | O=C(c1ccc2ccccc2n1)N1C[C@H]2CC[C@@H](Nc3cnccn3)[C@H]2C1 | -1 | 5 | -2 | -2 | -6 | -16 | -6 | -5
24 | COc1cccc(C(=O)N2CCN(C(=O)c3cc4ccccc4[nH]3)CC2)c1 | -3 | 0 | 0 | 2 | -3 | 0 | -47 | 0
25 | CC(=O)N1CC[C@H](C)n2c(nc3ccccc32)[C@@H]1Cc1ccccc1 | 2 | 4 | 2 | -3 | 8 | 18 | 1 | 1
26 | Cc1ccc(CN2C[C@H]3CC[C@@]4(N=C(c5ccccc5)NC4=O)[C@H]3C2)cc1 | -7 | -32 | -2 | 1 | -7 | -3 | -16 | -7
27 | Cc1nnc2n1CCN(Cc1ccc(F)cc1Cl)C2 | -3 | -7 | -2 | -2 | -1 | -11 | 1 | -9
28 | COc1ccc(OC)c(NC(=O)C2=C(C)Nc3ncnn3C2c2ccc(C)o2)c1 (stereo not drawn) | 1 | -162 | -1 | -1 | 0 | -2 | -16 | 0
29 | Cc1ccccc1CCC(=O)N1CC[C@@H]2CN(CC(C)C)S(=O)(=O)[C@@H]2CC1 | -9 | -36 | -1 | -1 | -9 | -4 | -22 | -11
30 | CC(O)(C(=O)NCCc1nc(-c2ccncc2)n[nH]1)c1ccccc1 (stereo not drawn) | 5 | 5 | 0 | 7 | 5 | 26 | 16 | 11
31 | O=C(Nc1ccccc1)c1cn2c3c(cccc3c1=O)CC2 | 3 | 17 | 4 | 6 | 2 | 1 | 69* | 3
32 | CCCOc1ccc(CNC(=O)C2CCCN(c3nnc(N4CCCC4=O)s3)C2)cc1 (stereo not drawn) | 1 | -1 | 3 | -2 | 13 | 6 | 19 | 11
33 | O=C(NCCc1ccccc1Cl)c1oc(=O)c2ccccc2c1-c1ccccc1 | 12 | 19 | 7 | 13 | 23 | 44* | 19 | 29
34 | COc1cccc(-c2noc(NCc3ccc4c(c3)OCO4)n2)c1OC | 3 | -17 | 2 | 1 | -1 | -8 | -4 | 15
35 | O=c1cc(-c2ccc(O)c(O)c2)oc2cc(O[C@@H]3O[C@H](CO)[C@@H](O)[C@H](O)[C@H]3O)cc(O)c12 | 36* | 27 | 31* | 52* | 97* | 91* | 84* | 90*
36 | Cc1[nH]c(C(=O)Nc2ccccc2F)c(C)c1S(=O)(=O)N1CCOCC1 | 0 | -1 | -1 | 2 | -7 | -6 | -13 | -7
37 | CC(=O)N1C[C@@H]2C[C@@]3(C)[C@H](CCCC[C@@H]13)N2C(=O)c1cccc(=O)[nH]1 | 7 | 1 | 3 | 1 | 4 | 6 | 5 | -14
38 | CCc1ccccc1NC(=O)C1=CC(c2ccc(F)cc2)=NS(=O)(=O)N1C | 1 | -15 | 8 | 8 | 11 | 26 | 4 | 11
39 | COc1ccc(S(=O)(=O)Nc2cc(C(F)(F)F)ccc2Cl)cc1C(=O)N1CCCCCC1 | -4 | 3 | 0 | 25 | 5 | 16 | 20 | 4
40 | Cc1ccc(N2C(=O)CS(=O)(=O)CC2=O)cc1 | -1 | -7 | -3 | 2 | -4 | -9 | -9 | -4

Sorted by formula weight (descending): some entries from above.
# | SMILES | USP7 block | USP8 inh | UCHL1 block | USP10 block | OTUD3 block | USP30 block | USP17 inh | USP28 inh
39 | COc1ccc(S(=O)(=O)Nc2cc(C(F)(F)F)ccc2Cl)cc1C(=O)N1CCCCCC1 | -4 | 3 | 0 | 25 | 5 | 16 | 20 | 4
21 | O=C(O)c1ccccc1C(=O)Nc1ccc(SC(C(=O)Nc2ccccc2)c2ccccc2)cc1 (stereo not drawn) | -12 | 5 | 4 | 17 | 8 | 13 | 63* | 19
12 | Cc1noc(-c2ccnc(-n3ncc(C(=O)N4CCN(Cc5ccccc5)CC4)c3C)c2)n1 | 0 | -5 | -1 | -3 | 0 | -10 | -10 | -13
15 | CCc1cccc(NC(=O)CCc2nc3c(C)nn(-c4ccccc4)c3n(C)c2=O)c1 | 3 | -1 | 1 | 13 | -1 | -7 | 48* | -4
10 | O=C(CC1CCN(C(=O)Nc2cccc(Br)c2)CC1)N1CCCCC1 | -138 | 4 | 1 | 2 | 17 | 18 | -1 | 8
7 | O=C(COc1ccc2oc3c(c2c1)CCCC3)Nc1ccccc1N1CCCCC1 | -14 | -10 | 8 | -1 | -4 | 0 | 0 | -14
6 | Cc1onc(-c2ccccc2)c1CNS(=O)(=O)c1ccc(-n2cccn2)cc1 | -72 | -5 | 1 | -2 | 6 | -80 | -11 | 21
36 | Cc1[nH]c(C(=O)Nc2ccccc2F)c(C)c1S(=O)(=O)N1CCOCC1 | 0 | -1 | -1 | 2 | -7 | -6 | -13 | -7
19 | OCCn1c(-c2ccccc2)cn2c(-c3ccccc3)c(-c3ccccc3)nc12 | -1 | 58* | 8 | 5 | 0 | 2 | 19 | -6
3 | NC(=O)c1nc(C2CCCCC2)nc2c1[nH]c(=O)n2-c1cccc(Cl)c1 | 1 | 0 | -3 | 5 | -6 | -26 | -4 | -16
2 | Cc1noc(-c2c(C)[nH]c(C)c2S(=O)(=O)NCc2ccc(F)cc2)n1 | 1 | -2 | 0 | 4 | -6 | -19 | -3 | -4
11 | Cc1cc(C(=O)Nc2cc([N+](=O)[O-])cc3oc(-c4ccccc4)cc23)on1 | -16 | -80 | -2 | -4 | -83 | -426 | -110 | -106
14 | Cc1cccc(NC(=O)Cn2c3ncccc3c(=O)n2-c2ccccc2)c1 | 12 | 1 | 6 | 4 | 5 | 3 | 0 | 12
34 | COc1cccc(-c2noc(NCc3ccc4c(c3)OCO4)n2)c1OC | 3 | -17 | 2 | 1 | -1 | -8 | -4 | 15
18 | Cc1ccccc1CNc1nc(NC2CCCC2)nc2c1cnn2C | -22 | -44 | 6 | 4 | -21 | -20 | -17 | -2
16 | CC(C)C(=O)Nc1nc(-c2ccc(Br)cc2)ns1 | -7 | 0 | -1 | 3 | -3 | -11 | 0 | -11
31 | O=C(Nc1ccccc1)c1cn2c3c(cccc3c1=O)CC2 | 3 | 17 | 4 | 6 | 2 | 1 | 69* | 3
9 | O=C(c1ccccc1)N1CCCCCC1C1CCNCC1 (stereo not drawn) | 0 | -4 | -6 | -4 | -11 | nt | -18 | nt

Next records follow:
# | SMILES | USP7 block | USP8 inh | UCHL1 block | USP10 block | OTUD3 block | USP30 block | USP17 inh | USP28 inh
41 | CCc1cccc(C)c1NC(=O)CSc1nc2c(c(=O)[nH]1)CCCC2 | 1 | 18 | 1 | 1 | 6 | -10 | 20 | -14
42 | O=C(CCn1c(=O)c2ccccc2n(CC(=O)Nc2ccc3c(c2)OCCO3)c1=O)NCCc1ccccc1 | 4 | 6 | -1 | 21 | -4 | 4 | 48* | -2
43 | CC1(c2cccc3ccccc23)NC(=O)N(CN2CCCC2)C1=O (stereo not drawn) | 2 | 17 | 1 | 3 | 8 | 22 | 10 | 9
44 | COc1ccc(NCc2cc(=O)[nH]c3ccccc23)cc1 | 0 | 17 | 2 | 3 | 13 | 37* | 15 | 24
45 | O=C1N[C@@H]2CN(Cc3ccc(C(F)(F)F)cc3)CC[C@H]2CO1 | 0 | -119 | -1 | 2 | 9 | 14 | 5 | 11
46 | CN1CCCN(C(=O)c2cn3ccnc(-c4ccccc4)c3n2)CC1 | 4 | 0 | 2 | -6 | 2 | -3 | 0 | -1
47 | CCCN1CCN(S(=O)(=O)c2cc(-c3nnc(C)o3)co2)CC1 | 0 | -3 | -5 | -3 | -1 | -8 | 0 | -9
48 | CN1C(=O)CCCC12CCCN(C(=O)c1cccc(C#N)c1)C2 (stereo not drawn) | 3 | 2 | 2 | 4 | 6 | 20 | 4 | 6
49 | COc1ccc(NC(=O)CSc2nnc(-c3ccc(F)cc3)c3ccccc23)c(OC)c1 | nt | 7 | 4 | -9 | 8 | -9 | 12 | 39*
50 | Cc1ccc(NC(=O)c2nc3ccccc3nc2N2CCN(C)CC2)cc1 | 0 | 19 | 1 | -2 | 6 | 22 | 4 | 5
51 | COc1ccc(Cl)cc1C(=O)NC(c1ccccc1)C1CC1 (stereo not drawn) | -1 | -3 | 7 | 4 | 9 | 19 | 5 | 12
52 | CCOC(=O)C1Cc2c([nH]c3ccccc23)C2c3ccc(OC)c(OC)c3C(=O)N12 (stereo not drawn) | -40 | -13 | -44 | -6 | -55 | -262 | -52 | -63
53 | Cc1ccc(S(=O)(=O)N2CCc3nc(NC(=O)C(C)C)sc3C2)cc1 | -2 | -39 | 2 | -1 | 3 | 3 | 0 | 12
